Compound activity: PubChem, National Center for Advancing Translational Sciences (NCATS)
EPAC2 antag = qHTS for Antagonist of cAMP-regulated guanine nucleotide exchange factor 2 (EPAC2): primary screen. AID 720708, 2013. Rap guanine nucleotide exchange factor 4 (Homo sapiens), Q8WZA2. Potency, µM (top dose mostly 114 µM), for inactives: at the top dose activity, negative = inhibition, usual class: inhibitors. EPAC2 GEF exchange of Rap1B-BODIPY-GDP, fluorescence. 360,000 tested, 0.18% active; further: potency means the concentration at half of the fitted maximal effect; on the % scale 0 is the no-effect control and ±100 the full control effect; nearly all actives have a fitted effect of over 45% in size; many of its hits are not listed in these tables
Target sequence (Q8WZA2 whole entry, looked up): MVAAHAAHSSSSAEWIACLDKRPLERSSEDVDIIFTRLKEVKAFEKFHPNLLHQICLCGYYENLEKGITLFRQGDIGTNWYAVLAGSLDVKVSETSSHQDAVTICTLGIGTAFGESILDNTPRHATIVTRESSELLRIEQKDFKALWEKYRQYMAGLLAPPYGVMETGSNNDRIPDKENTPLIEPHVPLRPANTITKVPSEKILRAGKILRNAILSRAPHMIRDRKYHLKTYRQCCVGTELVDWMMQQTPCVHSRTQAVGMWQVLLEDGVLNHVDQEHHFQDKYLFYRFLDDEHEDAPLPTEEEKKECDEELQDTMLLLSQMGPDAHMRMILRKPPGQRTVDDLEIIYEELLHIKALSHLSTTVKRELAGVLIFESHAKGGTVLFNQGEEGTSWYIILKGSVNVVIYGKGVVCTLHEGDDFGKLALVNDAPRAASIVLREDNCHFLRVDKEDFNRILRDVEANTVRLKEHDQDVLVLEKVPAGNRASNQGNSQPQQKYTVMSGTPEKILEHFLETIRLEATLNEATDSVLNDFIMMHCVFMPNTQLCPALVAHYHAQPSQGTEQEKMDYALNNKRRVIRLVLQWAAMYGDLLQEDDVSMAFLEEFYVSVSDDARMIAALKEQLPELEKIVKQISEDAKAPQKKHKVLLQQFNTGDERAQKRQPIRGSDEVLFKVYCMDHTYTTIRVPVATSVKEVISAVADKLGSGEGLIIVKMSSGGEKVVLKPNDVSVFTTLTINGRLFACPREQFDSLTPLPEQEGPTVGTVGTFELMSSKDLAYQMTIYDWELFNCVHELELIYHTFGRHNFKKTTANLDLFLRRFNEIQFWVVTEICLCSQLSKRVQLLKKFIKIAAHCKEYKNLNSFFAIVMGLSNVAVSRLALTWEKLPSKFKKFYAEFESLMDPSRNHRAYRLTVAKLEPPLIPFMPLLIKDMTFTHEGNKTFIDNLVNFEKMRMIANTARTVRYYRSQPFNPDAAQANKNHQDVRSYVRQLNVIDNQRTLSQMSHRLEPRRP
Abeta yeast res = qHTS for compounds that reverse cellular toxicity of Amyloid beta (A-beta) peptide in yeast: Primary Screen; Potency, µM (series often up to 46.1 µM), for inactives: at the highest dose growth rescue, hits mostly activators; 410,000 tested, 0.063% active; AID 1347071, 2019; yeast expressing A-beta42, growth rescue, OD600, 48 h; response scale: 0% DMSO, 100% iron-clioquinol control; further: potency means the concentration at half of the fitted maximal effect; nearly all actives have a fitted effect of over 55% in size
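Growth rescue measured by 600 nm absorbance after 48 h yeast culture at 30 C with compound. Values normalized between DMSO and an equimolar ferric chloride plus clioquinol control.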
FUS yeast rescue = qHTS for Suppressors of FUS Proteinopathy: Primary screen using FUS-linked yeast assay; S. cerevisiae FUS-expressing, growth rescue, OD600, 24 h; Potency, µM (series often up to 76.6 µM), for the others: top-dose growth rescue (activation), most hits filed as activators; 390,000 tested, 0.24% active;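 further: potency means the concentration at half of the fitted maximal effect; plate controls were DMSO vehicle for no effect and reference control for full effect; nearly all actives have a fitted effect of over 55% in size; some results filed as inactive show a strong effect at the top dose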
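S. cerevisiae expressing FUS from galactose induction served as the toxicity model. Growth after 24hr at 30C, read as absorbance at 600 nm, indicates suppression of toxicity; compounds dosed at several concentrations.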
D3 ag = qHTS of D3 Dopamine Receptor Agonist: qHTS. D(3) dopamine receptor (Homo sapiens), P35462. D3R DiscoveRx beta-arrestin cells, luminescence, 90 min. max activation, %. 410,000 tested, 0.58% active; in the data active means max activation above about 30%; further: 0% is about no effect; mostly tested at two doses, the higher about 12 µM
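Agonist-mode cell screen: cells plated at 1500/well and incubated overnight at 37 °C, then exposed to library compounds for 90 min at 37 °C. Detection reagent was added for 30–60 min at room temperature, and luminescence was read.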
D3 antag = qHTS of D3 Dopamine Receptor Antagonist: qHTS | D(3) dopamine receptor (Homo sapiens), P35462 | 360,000 tested, 2.5% active | max response, negative = inhibition, % | D3R cells, DiscoveRx beta-arrestin luminescence, antagonist mode; active compounds read low; in the data active means max response below about -50%; inconclusive means no clear call, values can overlap the other calls; further: on the % scale 0 is the no-effect control and ±100 the full control effect; mostly tested at two doses, the higher about 12 µM
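Cells expressing the human receptor were seeded at 1500 cells/well, incubated overnight at 37 degrees C in 5% CO2, then exposed to library compounds with dopamine controls for 90 minutes at 37 degrees C before luminescent detection.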
EPAC2 ag = qHTS for Agonist of cAMP-regulated guanine nucleotide exchange factor 4 (EPAC2): primary screen; Rap guanine nucleotide exchange factor 4 (Homo sapiens), Q8WZA2; EPAC2 activation, biochemical qHTS; response scale: 100% = 6.5 mM cAMP response; Potency, µM (highest dose often 154 µM), inactives show at the top dose activation, actives largely listed as activators; 360,000 tested, 0.079% active; AID 720711, 2013; further: potency means the concentration at half of the fitted maximal effect; nearly all actives have a fitted effect of over 50% in size
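EPAC2 (100 nM) mixed with Rap1B loaded with BODIPY-GDP (250 nM) plus 50 uM unlabeled GDP; compounds pinned in, 5 min RT, then read every 5 min for 30 min (ex 480, em 540 nm). Normalized to cAMP control.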
aSyn rescue = qHTS of alpha-syn Inhibitors; Yeast expressing alpha-synuclein, growth rescue, BacTiter-Glo, 24 h; Potency, µM (series often up to 46.1 µM), inactives show at the top dose growth rescue (activation), actives largely listed as activators; 370,000 tested, 0.14% active; AID 652106, 2013; further: potency means the concentration at half of the fitted maximal effect; % of control where 0% means no effect; nearly all actives have a fitted effect of over 65% in size
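Readout is rescue of growth in alpha-synuclein-expressing yeast, so inhibitors of toxicity appear as activators. Growth after 24 hr at 30 deg C in galactose medium is quantified by luminescence.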
TDP-43 yeast inh = qHTS of TDP-43 Inhibitors; Potency, µM (top dose mostly 46.1 µM), for inactives: at the highest dose growth rescue (activation), hits mostly activators; 410,000 tested, 1.8% active; TDP-43 expressing yeast growth rescue, BacTiter-Glo, 24 h; further: potency means the concentration at half of the fitted maximal effect; % of control where 0% means no effect; nearly all actives have a fitted effect of over 50% in size
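Growth rescue of TDP-43-toxic yeast measured as ATP luminescence (BacTiter-Glo). Cells grown to mid-log in raffinose, induced in galactose at OD600=0.02, exposed to compound 24 hr at 30 deg C.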
* marks the source's active call; other numbers are inactive results; ? = inconclusive; / = not tested or not shown; [ ] = dose if it differs, or a comment. Unless noted, the call rests on the fitted dose curve; in most records, active means well fitted curve in the direction sought with a large enough effect; inconclusive means small, poorly fitted or top-dose-only effect, or another doubt; inactive means no such curve, though single readings can be large; an effect the other way counts as inactive or inconclusive.

smiles	EPAC2 antag	Abeta yeast res	FUS yeast rescue	D3 ag	D3 antag	EPAC2 ag	aSyn rescue	TDP-43 yeast inh
CCCCOc1ccc(NC2=NC3(CCCC3)N=C(N)N2)cc1	-3%	-10%	10%	-3	-15	-8%	1%	3%
COc1ccc(NC(=O)COC(=O)c2cc3c(s2)CCC3)cc1	8%	27%	14%	-2	-2	4%	1%	16%
Cc1ccc(S(=O)(=O)Nc2ccc(Br)cc2/C=N/n2cnnc2)cc1	0%	-78%[inhibitor]	1%	17	-16	6%	-19%	-4%
CC(=O)c1cccc(Nc2ccc(-c3ccccc3F)nn2)c1	-3%	-3%	-15%	1	1	3%	4%	?
O=C(Nc1ccc(OCC(F)(F)C(F)F)c(C(F)(F)F)c1)c1ccc(Cl)cc1	-22%	9%	30%	-7	-1	6%	-19%	-16%
Cc1cccc(Cl)c1NC(=S)NCCc1ccccn1	8%	-13%	-4%	6	-10	11%	-1%	-1%
Cc1ccccc1C(=O)O/N=C1\CCS(=O)(=O)c2sccc21	3%	2%	-11%	1	4	-4%	4%	9%
COc1ccccc1N(C)S(=O)(=O)c1ccc(C(=O)Nc2cccc(S(=O)(=O)N3CCOCC3)c2)cc1	-3%	-4%	?	9	33	13%	-13%	5%
CC12c3ccccc3C(c3ccccc31)C1C(=O)N(c3ccncc3)C(=O)C12 (stereo unspecified)	-14%	9%	9%	9	1	-3%	9%	?
CC(C)(C)NC(=O)NC(=O)COC(=O)CCCc1c[nH]c2ccccc12	?	?	34%	19	9	-7%	30%	25%
Cc1ccc(C(C)C)c(OCC(=O)Nc2ccc(O)c(-c3nc4cc(Cl)ccc4o3)c2)c1	/	-6%	-17%	-13	/	/	/	10%
Cc1cc2ncn(/N=C/c3ccc4c(c3)OCO4)c2cc1C	5%	9%	13%	1	4	2%	0%	5%
Cc1nc(SCC(=O)N(C)C2(C#N)CCCCC2)c2ccccc2n1	1%	1%	0%	-19	1	-2%	12%	?
COc1cc(SC)ccc1C(=O)Nc1c(C)cccc1C	?	-21%	8%	1	2	7%	3%	13%[9.22 µM]
Cc1ccc(-c2c3c([nH]c(=S)c2C#N)CCCC3)o1	5%	-24%	?	-1	47	-4%	-11%	20%
COc1ccc2c(c1)cc(CNc1ccc(OC)c(OC)c1)c(=O)n2CC(=O)Nc1ccccc1C	/	-12%	32%	-4	/	/	10%	14%
CCOc1ccc(-c2nc(CS(=O)(=O)CC(=O)NCc3ccc(F)cc3)c(C)o2)cc1	-2%	-5%	2%	-5	0	-4%	-5%	17%
Cc1nnc(SCC(=O)Nc2ccccc2NC(=O)CSc2nnc(C)s2)s1	3%	-12%[9.22 µM]	-25%	-3	0	-1%	0%	-5%
CS(=O)(=O)C1=NSC2=NC(=O)/C(=C\c3ccc(OC(=O)c4ccco4)c(Br)c3)C(=N)N21	-24%	/	27%	1	-1	-6%	15%	6%
Cc1cccc(N(C(=O)c2sc(C)nc2C)C(C(=O)NCC2CCCO2)c2ccccc2)c1 (stereo unspecified)	12%	-5%	2%	-29	7	6%	-1%	2%
Cc1ccc(Cl)cc1N1CCN(S(=O)(=O)c2ccc3c(c2)NC(=O)C(C)C(=O)N3)CC1 (stereo unspecified)	6%	3%	0%	3	22	-1%	-1%	-8%
CCCOc1ccc(Cl)cc1CN1CCOCC1	-1%	5%	/	-1	0	-3%	6%	12%
COc1ccc(CC(NC(C)=O)C(=O)NC2CCN(C(=O)c3ccncc3)CC2)cc1OC (stereo unspecified)	2%	7%	18%	3	4	0%	-1%	-3%
COc1ccc2c(c1)c1ncn(Cc3ccco3)c(=O)c1n2C	-2%	-16%	6%	-2	5	-7%	15%	11%
COc1cccc(NC(=O)COC(=O)CCSc2ccccc2)c1	0%	12%	8%	3	-14	3%	-6%	14%
Cc1ccc(C(=O)N2CCN(c3ccc([N+](=O)[O-])cc3-n3cccc3)CC2)cc1	-8%	-11%	?	-14	-18	18%	28%	-15%
Cc1ccc(NC(=O)CS(=O)CC(=O)Nc2ccc3c(c2)OCO3)cc1Cl (stereo unspecified)	-5%	11%	14%	-1	2	-1%	-9%	11%
O=C(COC(=O)/C=C/c1cccs1)Nc1ccc2ccccc2c1	6%	3%	38%	-1	7	-14%	1%	14%
O=C(COC(=O)/C=C/c1cccc(C(F)(F)F)c1)NC1CCS(=O)(=O)C1 (stereo unspecified)	13%	0%	-1%	-9	-10	1%	-24%	-17%
Cn1c(N=Nc2ccc(N3CCOCC3)cc2)[n+](C)c2ccccc21	-21%	-79%[inhibitor]	?	-12	?	-42%[inhibitor]	-65%[inhibitor]	-75%[inhibitor]
Cc1ccc(-c2nc3scc(CCNC(=O)Cc4ccc(Cl)cc4)n3n2)cc1	/	-6%	-5%	12	/	/	/	0%[9.22 µM]
CCN1C(=O)C(=O)c2cc(C)ccc21	1%	7%	-7%	-21	-26	11%	3%	5%
Cc1c(C)n(CC(O)CNCCO)c2ccccc12 (stereo unspecified)	7%	-13%	-19%	1	6	3%	-2%	-11%
CC(C)C(=O)N1CCN(CCN2C(=O)c3cccc4cccc(c34)C2=O)CC1	-3%	-4%	-29%	1	0	10%	0%	-2%
CCCCCOc1ccc2oc(=O)c3c(c2c1)CCCN3C(=O)CN1CCCC(C(=O)OCC)C1 (stereo unspecified)	-16%	6%	20%	-2	?	-8%	-1%	-11%
CC1(C(=O)Nc2cccc3cccnc23)CCN1C(=O)CC1CC1 (stereo unspecified)	14%	0%	15%	0	?	4%	15%	17%

4 successive entries already listed, quoted:
smiles	EPAC2 antag	Abeta yeast res	FUS yeast rescue	D3 ag	D3 antag	EPAC2 ag	aSyn rescue	TDP-43 yeast inh
Cc1c(C)n(CC(O)CNCCO)c2ccccc12 (stereo unspecified)	7%	-13%	-19%	1	6	3%	-2%	-11%
CC(C)C(=O)N1CCN(CCN2C(=O)c3cccc4cccc(c34)C2=O)CC1	-3%	-4%	-29%	1	0	10%	0%	-2%
CCCCCOc1ccc2oc(=O)c3c(c2c1)CCCN3C(=O)CN1CCCC(C(=O)OCC)C1 (stereo unspecified)	-16%	6%	20%	-2	?	-8%	-1%	-11%
CC1(C(=O)Nc2cccc3cccnc23)CCN1C(=O)CC1CC1 (stereo unspecified)	14%	0%	15%	0	?	4%	15%	17%

The results go on.
smiles	EPAC2 antag	Abeta yeast res	FUS yeast rescue	D3 ag	D3 antag	EPAC2 ag	aSyn rescue	TDP-43 yeast inh
CC(=O)Nc1nc(C(=O)Nc2c(C)n[nH]c2C)cs1	8%	9%	0%	5	17	3%	3%	0%
CCCn1c(NC(=O)CN2C(=O)NC3(CCCC3)C2=O)nc2ccccc21	15%	-11%	6%	-5	-13	-4%	1%	-11%
CC(NC(=O)c1ccco1)C(=O)OCC(=O)c1ccc(Cl)s1 (stereo unspecified)	-7%	-13%	11%	2	4	5%	7%	-24%[9.22 µM]
CCCn1c(=O)c2c(C(F)(F)F)cc(-c3ccco3)nc2n(CCC)c1=O	3%	-6%	1%	-14	-28	-1%	0%	-21%
CC1CCN(c2ccc(-c3cccc(NS(=O)(=O)c4cccs4)c3)nn2)CC1	/	7%	10%	0	/	/	/	15%
O=C(COC(=O)CSc1ccc(F)cc1)NCC1CCCCC1	14%	0%	/	-3	-18	-10%	-7%	-6%
Cc1ccc(C2C3=C(CC(C)(C)CC3=O)NC3=C2C(=O)c2ccccc23)cc1 (stereo unspecified)	-2%	3%	9%	-3	-15	-5%	-1%	-9%
Cc1ccc(C)c2c3c([nH]c12)-c1nonc1CC3	2%	-24%	-5%	-4	0	9%	10%	?
CCc1ccccc1NC(=O)N1CCC(CN2CCc3ccccc3C2)CC1	/	-5%	-11%	-14	/	/	/	9%
CN1/C(=C\C=[N+](C)c2ccccc2)C(C)(C)c2ccccc21	-2%	-1%	9%	-5	4	9%	-7%	-22%
CC1(C)CC(NC(=O)C(F)(F)F)CC(C)(C)N1OC(=O)c1ccco1	-8%	12%	11%	1	11	5%	11%	-3%
CC(=O)c1ccc(NCC(=O)N2CCN(c3ccccc3)CC2)cc1	13%	0%	8%	6	-8	2%	-5%	22%
CC1(C(=O)O)CCCN(C(=O)c2ccc(OC(F)F)cc2)C1 (stereo unspecified)	1%	-23%	-17%	0	-4	3%	-12%	?
c1ccc(CNc2nc(NCc3ccccc3)c3ccccc3n2)cc1	-23%	0%	10%	-5	-11	7%	-1%	-6%
CCOC(=O)c1[nH]c(C)c(C(=O)NCc2cccc(OC)c2)c1C	/	-21%	12%	5	/	/	/	11%
O=C(O)CSCC(=O)c1ccccc1	1%	8%	-8%	-1	6	7%	-4%	-17%
CCS(=O)(=O)N1CCC(C(=O)NCc2ccc3c(c2)OCO3)CC1	8%	0%	-3%	0	26	-1%	7%	7%
CCc1ccccc1-n1nnnc1SCC(=O)Nc1cc(C)on1	-6%	-3%	9%	-4	-10	10%	1%	-10%
CCOc1ccc(N(CC(=O)NCc2ccccc2)S(C)(=O)=O)cc1	8%	19%	-17%	0	-17	0%[15.6 µM]	6%	16%
COc1cc2sc3ccc(C#Cc4ccccn4)cc3c(=O)c2cc1OC	13%	-8%	0%	8	6	9%	18%	-15%
CC(C)C(c1nnnn1Cc1cccs1)N1CCN(C2CCCC2)CC1 (stereo unspecified)	11%	3%	-16%	3	3	0%	-4%	0%
Cc1ccc(CNC(=O)c2cc3sc(Cl)cc3n2C)cc1	/	-6%	5%	-4	/	/	/	20%
O=C(COC(=O)CSc1ccc([N+](=O)[O-])cc1)NC1CCCCCCC1	-1%	-47%[inhibitor]	20%	11	21	8%	-20%	-19%
CCC(=O)Nc1c(OC(=O)CC)ccc2c(C)cc(=O)oc12	-8%	-5%	-21%	2	29	4%	-1%	0%

Some of the compounds tested; rates above refer to the full screens.
